Mdm2 ligase inh = inhibitors of human Mdm2 E3 ubiquitin ligase. hit rate 0.11% among 210,000. Q00987. AID 1230. signal enhancement, % at 5 µM. cell-based MDM2 ubiquitination luciferase reporter, 2 h; 0 = plate control, 100 = twice control, blank-subtracted;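 active = signal enhancement of 30% or more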;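 note: luminescence tracks abundance of the self-degrading MDM2-luciferase fusion protein; higher signal means inhibition of MDM2 E3 ligase activity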
Target sequence (Q00987 whole entry, looked up, the tested form may be a part): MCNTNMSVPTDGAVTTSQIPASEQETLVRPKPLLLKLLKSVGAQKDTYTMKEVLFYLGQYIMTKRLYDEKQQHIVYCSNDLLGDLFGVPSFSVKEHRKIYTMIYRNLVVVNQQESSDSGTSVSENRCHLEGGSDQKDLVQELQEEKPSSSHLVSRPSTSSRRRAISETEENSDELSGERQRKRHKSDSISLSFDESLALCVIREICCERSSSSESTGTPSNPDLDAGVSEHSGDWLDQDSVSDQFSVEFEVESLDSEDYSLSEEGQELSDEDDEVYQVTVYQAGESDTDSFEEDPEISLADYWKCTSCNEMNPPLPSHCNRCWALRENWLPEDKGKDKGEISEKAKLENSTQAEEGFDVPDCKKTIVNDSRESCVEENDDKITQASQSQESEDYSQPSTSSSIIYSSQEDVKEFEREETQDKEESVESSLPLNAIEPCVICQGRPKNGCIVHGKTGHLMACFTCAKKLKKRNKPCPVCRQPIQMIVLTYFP
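Assay system: mammalian cells stably expressing self-ubiquitinating, self-degrading MDM2 E3–luciferase fusion. Quantity: 2000 cells in each well. Medium: DMEM culture medium. Compound dosing: single-point 5 µM. Timing: cell settling 4 h, compound treatment 2 h, both 37 °C. Technique: luciferase luminescence. Read-out basis: percent signal gain over controls, blank-subtracted. Benchmarks: plate controls and plate blanks.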
Runt-CBFb FRET = inhibitors of human RUNX1 Runt domain binding to CBFb; Q01196+Q13951; Cerulean-Runt/Venus-CBFb FRET ratio 530/480, 1 h; inhibition, % at 20 µM; hit rate 0.46% among 220,000;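 active = inhibition over about 50% at 20 µM in the single-dose screen, limit read from the data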;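 note: 0% = DMSO wells and 100% = excess unlabeled CBFb competitor control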
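test system = Cerulean-Runt domain fusion protein, energy donor | probe or stimulus = Venus-CBFb binding partner, 100 nM | incubation = two 1 h room-temperature incubations shielded from light | detection = fluorescence energy transfer, 422 nm excitation, 530/480 nm emission | measure = loss of energy transfer signal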
Tb hexokinase = T. brucei hexokinase 1 inhibition | AID 1430 | inhibition, % at 10 µM | hit rate 0.11% among 220,000 | recombinant TbHK1, G6PDH-coupled NADH A340;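 active = inhibition of 50% or more in the single-dose primary screen; inactive = inhibition below 50%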
Runt-SMMHC FRET = Runt domain-CBFb-SMMHC interaction inhibition; Q01196+Q13951; Cerulean-Runt/Venus-CBFb-SMMHC FRET ratio 530/480, 1 h; inhibition, % at 20 µM; hit rate 0.74% among 220,000;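 active = mean inhibition across duplicate retests at 20 µM reaching about 50%, limit read from the data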;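 note: 0% = DMSO wells and 100% = wells with excess untagged CBFb-SMMHC; inhibitors lower the FRET ratio by blocking Runt binding to CBFb-SMMHC; some results filed as inactive read as strong as hits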
Hck Nef HTS = blocks Nef-activated human Hck kinase; P08631; Recombinant Hck-YEEI plus Nef, Z-Lyte FRET kinase assay; inhibition, % at 20 µM; hit rate 0.68% among 220,000; AID 463187;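 active = Hck-Nef kinase inhibition above about 50%, limit read from the data; inactive = inhibition below that limit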;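 note: 0% = DMSO with Hck plus Nef and 100% = Hck alone without Nef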
Target sequence (P08631 whole entry, looked up): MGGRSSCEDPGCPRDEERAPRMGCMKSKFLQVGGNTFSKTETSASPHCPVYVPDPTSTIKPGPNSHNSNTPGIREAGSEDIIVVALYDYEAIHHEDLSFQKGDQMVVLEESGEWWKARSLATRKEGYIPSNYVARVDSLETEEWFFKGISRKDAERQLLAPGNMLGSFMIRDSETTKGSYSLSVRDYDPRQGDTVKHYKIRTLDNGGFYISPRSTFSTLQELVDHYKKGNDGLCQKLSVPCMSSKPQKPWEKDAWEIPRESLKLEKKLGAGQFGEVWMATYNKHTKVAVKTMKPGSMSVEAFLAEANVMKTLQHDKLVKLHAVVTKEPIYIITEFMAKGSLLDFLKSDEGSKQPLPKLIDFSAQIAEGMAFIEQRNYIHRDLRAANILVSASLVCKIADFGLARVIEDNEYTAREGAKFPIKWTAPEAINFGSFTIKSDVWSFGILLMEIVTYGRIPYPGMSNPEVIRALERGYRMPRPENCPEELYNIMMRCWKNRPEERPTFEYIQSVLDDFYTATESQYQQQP
p47phox inh = p47phox (human) inhibition; p47phox/p22phox peptide binding, fluorescence polarization, 2 h; inhibition, % at 24.7 µM; hit rate 0.53% among 220,000; AID 1274;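 active = inhibition above about 30%, limit read from the data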;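 note: 0% = p47phox with labelled peptide and 100% = labelled peptide alone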
EBV gp42 block = inhibitors of Epstein-Barr virus glycoprotein 42. Q1HVG2. Fluorescence polarization binding assay, mP read-out. inhibition, % (tested at 21.74 µM). hit rate 0.42% among 220,000; in the data active = inhibition above about 50%
14-3-3 Bad inh = disrupts binding of bovine 14-3-3 zeta to phospho-Bad peptide | P63103 | TR-FRET 14-3-3zeta/Dy647-pBad peptide displacement, 1 h | inhibition, % at 21.7 µM | hit rate 0.71% among 220,000 | AID 781;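 active = inhibition above about 70%, limit read from the data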;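 note: 0% = full 14-3-3 plus peptide FRET controls and 100% = background without 14-3-3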
zVAD death inh = L929 zVAD cell death inhibition | L929 zVAD necroptosis rescue, ATP luminescence, 24 h; with zVAD 60 µM | hit rate 0.38% among 220,000 | viability rescue, % at 10 µM;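 active = activation, scaled between plate controls, above about 75%, limit read from the data; inactive = activation under that limit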;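 note: 0% = zVAD with DMSO and 100% = DMSO alone without zVAD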
Numbers without * were called inactive; / = not tested or not shown; [ ] = another dose, or the depositor's remark. Compounds were not picked by outcome, and some 3.2% of all compounds hit somewhere here.

smiles	Mdm2 ligase inh	Runt-CBFb FRET	Tb hexokinase	Runt-SMMHC FRET	Hck Nef HTS	p47phox inh	EBV gp42 block	14-3-3 Bad inh	zVAD death inh
COc1ccccc1NC(=O)CSCc1ccc([N+](=O)[O-])cc1	-4.0	2.6	2.5	0.8	18.6	-1.1	-13.1	-10.7	-0.7
CN(C)S(=O)(=O)c1ccc2c(c1)nc1n2CCC1	-5.7	0.5	-4.1	2.1	-0.6	5.4	-12.8	10.7[fluorescence artefact?]	0.2
O=C(Nc1ccccc1F)c1ccc(CSc2ccccc2)o1	-8.0	0.6	-1.1	-7.1	0.2	0.7	9.8	3.7	0.9
CNc1ccc(C2(O)C(=O)c3ccccc3C2=O)cc1	12.0	-0.4	-9.9	5.3	1.2	-4.2	-19.2	-18.2	0.4
COCCCNc1ncnc2ccc(C)cc12	/	-0.9	2.6	1.9	5.1	-8.0	-14.2	35.2[fluorescence artefact?]	-0.6
Nc1nc(Cl)cc(Nc2ccccc2Cl)n1	/	1.5	6.5	-3.5	26.5	-2.1	-6.6	-7.2	-0.3
Cc1ccc(S(=O)(=O)N2CCN(C(=O)N3CCOCC3)C2C)cc1 (centres undefined)	17.1	0.0	3.8	-3.6	2.4	-2.0	1.7	8.0	0.2
CCCCN(CC)C(=O)c1ccc(Cl)cc1	4.3	0.5	1.5	1.6	-4.4	17.7	-5.4	-2.8	1.2
CC(C)(C)NCCCCOc1ccc(F)cc1	-6.6	-1.5	-13.7	-5.3	-0.4	0.6	-0.9	-12.5	0.3
COCCn1c(N)c(C#N)c2nc3ccccc3nc21	-9.1	107.5*	-14.0	57.2*	26.3	2.1	-5.7	7.0	-1.0
CN1CCN(CC(O)COCCOc2ccc(Br)cc2)CC1 (centres undefined)	-3.0	-0.4	1.6	-3.6	3.4	-7.1	1.0	14.0[fluorescence artefact?]	0.3
O=C(Nc1nc(-c2cccnc2)cs1)c1ccc([N+](=O)[O-])cc1	-16.9	-1.5	1.5	-4.5	20.0	-15.2	-5.3	5.5	1.5
CC1CN(Cc2nnc(-c3ccccc3)o2)CC(C)O1 (centres undefined)	-9.8	0.5	-5.2	-6.2	2.4	/	-4.9	13.2	-0.1
c1cnn(-c2cncc(-n3cccn3)n2)c1	-23.6	0.9	-27.4	-0.8	0.2	-14.8	0.8	8.4	0.2
Cc1cc(C)n(/N=C/c2c[nH]c3ccccc23)c(=O)c1	4.1	-1.1	4.9	2.7	3.0	3.1	-10.1	3.1	0.7
CCOC(=O)C1CCCN(C(=O)c2cccc(S(=O)(=O)N3CC(C)OC(C)C3)c2)C1 (centres undefined)	-8.6	-2.4	-4.3	1.7	14.2	-4.4	-5.3	0.6	0.3
NC(=NCc1ccc2c(c1)OCO2)NC(=O)c1ccccc1	-6.8	-62.7	1.0	-107.0	24.3	-11.6	2.7	77.3*	0.9
COc1cc(C2C(C(C)=O)=C(O)C(=O)N2CCc2c[nH]c3ccccc23)ccc1O (centres undefined)	-3.7	4.7	-15.4	4.9	1.5	0.8	-7.9	-1.4	0.5
COc1ccc(OC)c(NC(=O)Cn2cc(C#N)c3ccccc32)c1	-2.1	-2.2	2.3	0.5	-4.5	-9.4	-7.4	2.3	-1.6
Cc1noc(C)c1S(=O)(=O)Nc1ccc(C(=O)NC2CCCCC2C)cc1 (centres undefined)	-3.6	-0.4	5.3	13.5	-0.2	2.3	-16.1	85.1*	0.3

Next records follow:
smiles	Mdm2 ligase inh	Runt-CBFb FRET	Tb hexokinase	Runt-SMMHC FRET	Hck Nef HTS	p47phox inh	EBV gp42 block	14-3-3 Bad inh	zVAD death inh
COc1cccc(NC(=O)CSc2nnnn2C(C)C)c1	-22.3	1.3	0.4	1.7	0.1	-14.5	-10.0	12.2	0.1
CCCS(=O)(=O)N1CCCC(C(=O)NCc2ccc(C)cc2)C1 (centres undefined)	5.5	1.6	4.3	-4.6	0.6	-2.5	3.2	-3.1	-0.2
Cn1c(=O)[nH]c(=O)c2c1nc(Br)n2C/C=N/NC(=O)c1ccccc1	-0.7	-0.1	-15.4	-2.1	3.4	-1.5	-11.7	-2.5	0.0
O=C(Nc1ccnc(-c2cccnc2)n1)c1ccc(Cl)cc1	-19.1	0.9	-0.8	2.3	1.2	-7.9	-9.2	33.4	0.3
COc1ccccc1C1C2C(=O)N(c3ccccc3)C(=O)C2ON1c1ccccc1 (centres undefined)	-22.4	1.0	-0.4	1.7	0.6	-15.7	-8.4	-7.7	-0.1
Cc1nc(-c2ccc(Cl)cc2)sc1C1(C)CC(c2ccc([N+](=O)[O-])cc2)=NO1 (centres undefined)	-6.2	1.5	-14.3	-4.6	15.3	3.6	-7.2	6.5	-0.7
O=C(CCn1c(=O)[nH]c2ccccc2c1=O)NCCSCc1ccccc1	-4.2	0.3	-2.6	3.8	-34.9	3.6	-9.0	-13.5	0.8
O=C(C/C(=N/O)c1ccccc1O)C(F)F	-5.0	-1.3	1.5	0.9	8.7	11.3	-13.1	-2.2	0.4
CC1CCN(c2c(NCC3CCC(C(=O)NC4CCCCCC4)CC3)c(=O)c2=O)CC1 (centres undefined)	-1.1	-1.1	-5.6	2.1	5.6	-8.5	-6.4	86.2*	0.6
S=C1NC[C@H](CC2CCCCC2)N1CC1CCCCC1	/	-5.0	-0.2	-3.6	1.1	-8.4	5.2	-0.2	-0.3
Cc1ccc2nc(N3CCN(C)CC3)c(C#N)cc2c1	-16.7	3.6	-3.7	11.7	4.5	-5.6	-22.9	-11.7	1.2
CC(=O)Nc1ccc(C(=O)CSc2nnc3scc(-c4ccccc4)n23)cc1	-5.0	-2.0	-1.5	-0.7	1.9	-6.1	-16.6	-11.0	-0.2
CCCCCOc1ccc(NC(=O)C2OC3OC(C)(C)OC3C3OC(C)(C)OC23)cc1 (centres undefined)	2.8	-3.1	0.4	0.0	3.6	-13.8	-7.8	5.0	1.2
O=C(CN1C(=O)CCC1=O)Nc1nc(-c2ccccn2)cs1	-18.8	1.7	-3.7	0.2	2.2	-7.0	8.2	4.0	1.0
COCCNC(=O)CSc1nc2ccc(N3CCOCC3)cc2c(=O)n1Cc1ccc(OC)cc1	-14.0	11.4	-13.7	3.1	-1.6	-5.2	-6.6	0.5	-0.2
O=C(NCN1CCCCC1)c1cnccn1	-0.2	0.0	-1.5	-13.7	0.7	-8.1	-9.9	-9.9	-0.2
O/N=C/c1ccc2cccc(O)c2n1	2.0	3.4	-9.2	-2.3	29.9	-3.6	-9.2	-4.9	-1.0
COc1cc(Br)cc(CN2CCN(C=O)CC2)c1O	7.7	4.1	-0.7	-4.3	-0.8	0.1	-2.5	45.6	-0.1
COc1cc(NC(=S)N(C)CCC#N)c(OC)cc1Cl	-10.9	-1.1	4.2	-0.9	3.6	-16.0	-13.2	-1.3	0.7
CCCOc1ccc(C(=O)ON=C2CCN(C)CC2)cc1	-2.7	-1.3	-9.9	1.0	23.0	-3.8	-15.5	-7.4	3.8

Grouped by structure, those above with fluorine.
smiles	Mdm2 ligase inh	Runt-CBFb FRET	Tb hexokinase	Runt-SMMHC FRET	Hck Nef HTS	p47phox inh	EBV gp42 block	14-3-3 Bad inh	zVAD death inh
O=C(Nc1ccccc1F)c1ccc(CSc2ccccc2)o1	-8.0	0.6	-1.1	-7.1	0.2	0.7	9.8	3.7	0.9
CC(C)(C)NCCCCOc1ccc(F)cc1	-6.6	-1.5	-13.7	-5.3	-0.4	0.6	-0.9	-12.5	0.3
O=C(C/C(=N/O)c1ccccc1O)C(F)F	-5.0	-1.3	1.5	0.9	8.7	11.3	-13.1	-2.2	0.4

The list continues:
smiles	Mdm2 ligase inh	Runt-CBFb FRET	Tb hexokinase	Runt-SMMHC FRET	Hck Nef HTS	p47phox inh	EBV gp42 block	14-3-3 Bad inh	zVAD death inh
CCCc1nc2c([nH]1)C(c1cccnc1)C(C#N)=C(N)O2 (centres undefined)	3.3	-3.1	-17.5	1.1	-8.2	-9.3	-2.4	-10.8[fluorescence artefact?]	0.3
Cc1ccc2c(c1)C(=O)C(=O)N2CC(=O)Nc1ccc(N2CCOCC2)cc1	-4.6	/	-3.0	/	20.7	-4.9	-5.5	-5.7	4.6
COc1ccc(C(=O)c2sc3nc(-c4ccccc4)ccc3c2N)cc1	-8.5	-77.8	2.5	-21.5	-8.6	-21.3	3.4	-15.4	5.9
CCCOc1ccc(CC2CCC(=O)NC2=O)cc1 (centres undefined)	/	-0.3	0.4	-0.6	0.8	-21.6	-20.9	-7.0[fluorescence artefact?]	1.8
COCC(=O)N(C)c1nnc(-c2cnc(C)cn2)s1	-11.5	-0.2	-25.6	-0.5	0.7	-3.8	-26.3	1.7	0.0
COc1ccc(CN(Cc2ccc(C(=O)O)cc2)C(=S)Nc2ccccc2Cl)cc1OC	-5.5	3.2	-5.5	-4.2	29.2	-3.4	-0.1	-5.1	0.8
CCOC(=O)c1cc(-c2c(Cl)cccc2Cl)no1	-9.4	-0.1	-2.8	1.4	-4.8	5.0	-3.4	-0.5	0.0
Cc1cccc(C(=O)NC(=S)NNC(=O)c2ccc(Cl)cc2)c1	-4.6	11.3	62.1*	11.7	-0.4	-9.3	-15.5	-3.4	-0.8
COc1ccccc1NS(=O)(=O)c1cc(NC(=O)c2cccs2)ccc1N1CCOCC1	/	16.0	-3.6	1.1	22.0	-18.6	19.9	-2.0	0.5
CC1CCCCC1NC(=O)C1CCN(S(=O)(=O)c2ccc3c(c2)CCC(=O)N3)CC1 (centres undefined)	-15.4	2.0	5.1	-2.2	-0.5	2.6	-16.6	4.9	0.0
Cc1cc(C)c2nc(/N=C(\N)NC(=O)Nc3ccccc3)nc(C)c2c1	-6.0	-2.4	21.5	2.4	0.4	-141.8	-37.7	-6.4	3.2
CC(=O)Nc1ccc(S(=O)(=O)Nc2nc3ccccc3nc2Nc2ccccc2)cc1	/	3.0	-17.3	3.9	3.2	-24.4	-21.3	-1.4	2.0
C/C(=N\Nc1ccc([N+](=O)[O-])cc1[N+](=O)[O-])C(C)(C)C(C(=O)O)C(=O)O	26.6	-1.1	-15.8	-6.0	-1.9	1.4	-7.6	7.6	-0.1
COc1ccc(N(CC(=O)NCCC2=CCCCC2)S(=O)(=O)c2ccccc2)cc1OC	0.5	-4.3	2.4	-0.6	-6.6	-7.5	-10.8	-2.4	0.5
O=C1CC(Nc2ccc3ccccc3c2)C(=O)N1Cc1ccccc1 (centres undefined)	-3.8	1.4	-3.7	0.4	-1.3	-4.4	1.1	-6.4	-0.8
CCC(Oc1ccccc1)C(=O)Nc1nnc(C)s1 (centres undefined)	4.8	0.6	13.7	-0.4	13.5	-131.4	-8.8	-10.3	0.6
CCOC(=O)C(NC(C)=O)C(OC(C)=O)c1cccc(N(CCO)CCO)c1 (centres undefined)	6.9	-1.5	1.1	0.4	0.8	-13.4	0.2	-0.9	0.0
CCCn1c(=O)[nH]c(=O)c2c1nc(-c1ccc(OC)c(Br)c1)n2CCOC	4.1	-7.5	2.1	2.3	16.7	-15.6	-13.9	-6.2	1.3

Source: PubChem BioAssay (several laboratories)
